# NR2E3 ag-1: agonists of human nuclear receptor NR2E3; AID 2300; 320,000 compounds, 0.12% hits; GST-NR2E3/biotin-RetCOR TR-FRET, 1536-well; inhibition of corepressor binding, % at 4.78 µM;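 active means percent inhibition above the cutoff of mean plus 3 SD of all tested compounds, set per screening campaign, cut at about 20% in these data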;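 further: 0% = DMSO wells and 100% = biotin wells as full block of FRET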
# Target sequence (Q9Y5X4 whole entry, looked up): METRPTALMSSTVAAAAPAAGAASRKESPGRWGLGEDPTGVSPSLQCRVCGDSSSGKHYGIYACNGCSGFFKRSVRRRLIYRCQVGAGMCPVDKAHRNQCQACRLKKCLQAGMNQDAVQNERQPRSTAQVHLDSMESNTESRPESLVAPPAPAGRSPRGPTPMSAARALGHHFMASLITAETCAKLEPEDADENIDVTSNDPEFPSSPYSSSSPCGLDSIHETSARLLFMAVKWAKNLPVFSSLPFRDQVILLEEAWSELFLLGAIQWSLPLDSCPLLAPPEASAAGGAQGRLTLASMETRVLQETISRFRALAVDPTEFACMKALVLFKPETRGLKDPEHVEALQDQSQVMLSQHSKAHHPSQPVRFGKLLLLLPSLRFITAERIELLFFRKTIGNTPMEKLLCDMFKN
#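 Format: 1536-well format; test system: GST-NR2E3 and biotin-RetCOR proteins; read-out basis: percent inhibition of TR-FRET ratio; timing: 5 h incubation at 4 °C; detection: time-resolved FRET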
# Peg3 prom inh: Peg3 promoter activity inhibition; HeLa PEG-Prom luciferase reporter, luminescence, overnight; inhibition, % at 20 µM; 360,000 compounds, 1.7% hits;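 active means inhibition of at least 50% at 20 µM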
# Shn3 3UTR inh: Schnurri-3 reporter inhibition in Clone20 osteoblasts; 360,000 compounds, 0.52% hits; Clone20 osteoblast Shn3 3'UTR firefly luciferase, 24 h; inhibition, % at 12.5 µM;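 active means mean inhibition of at least 75% with every replicate also reaching 75%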;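 further: 0% = median of neutral control wells and 100% = pilot-screen positive control compound; some compounds past the cut are filed as inactive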
# TROY NFkB inh: inhibitors of TROY-dependent NF-kB signaling; Q293 LMP1-TROYcd NF-kB luciferase reporter, 4 h; inhibition, % at 10 µM; 360,000 compounds, 0.98% hits; AID 1347056;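 active means compounds whose plate-normalised and pattern-corrected inhibition of the luciferase reporter signal at the single screening dose is 50% or more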
# MITF TRPM1 inh: inhibitors of MITF-driven TRPM1 promoter in melanoma cells; inhibition, % at 12.5 µM; 330,000 compounds, 0.83% hits; SK-MEL-5 TRPM1 promoter luciferase, 24 h;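 active means mean inhibition across replicates of 60% or more, whatever share of single replicates reaches that level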; further: values of inactives mirror those of a sister screen read the other way
# KKLEB cytotox: CF airway cell cytotoxicity counter-screen. KKLEB CF airway cells viability, ATPlite luminescence, overnight; stronger effect = lower value; cells stimulated with P. aeruginosa culture filtrate. activity change (cytotoxicity), % at 5 µM. 360,000 compounds, 0.36% hits;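 active means corrected activity change at or below -50% at 5 µM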
# TRAIL sens C8: caspase-8 TRAIL sensitization | NB7+C8 cells + TRAIL, ATPlite viability luminescence | inhibition (viability loss, TRAIL sensitization), % at 10 µM | 360,000 compounds, 1% hits | AID 624354;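 active means compounds causing at least 50% loss of cell viability in the single-dose screen, relative to plate controls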
# NR2E3 ag-2: human photoreceptor-specific nuclear receptor agonism; inhibition of corepressor binding, % at 3.98 µM; CHO-S Gal4-NCOR/VP16-NR2E3 two-hybrid, luciferase; AID 602229; 360,000 compounds, 0.35% hits;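 active means inhibition above the mean of all tested compounds plus 3 SD, cut at about 70% in these data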;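 further: 0% = DMSO with NR2E3 transfected cells and 100% = cells lacking NR2E3 construct; higher means lower luciferase signal from less NR2E3 corepressor binding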
# TWEAK-Fn14 inh: TWEAK-Fn14 signaling inhibition | TWEAK-stimulated Fn14 reporter cells, luciferase luminescence, 8 h | inhibition, % at 10 µM | 360,000 compounds, 2% hits | AID 1159606; in the data active means inhibition above about 50%
# HIF-2a block: inhibitors of HIF-2a; 786-0 RCC cells HIF-2a reporter, luciferase luminescence, overnight; inhibition, % at 18.8 µM; 360,000 compounds, 0.72% hits; AID 624352;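 active means inhibition of the luminescence signal of 40% or more relative to plate controls, in a single-dose primary screen at 18.75 µM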
# CF NFkB block: blocks PAF-induced NF-kB reporter in cystic fibrosis cells; 360,000 compounds, 0.86% hits; KKLEB NF-kB-GFP reporter, GFP fluorescence overnight; AID 588850; inhibition, % at 5 µM;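 active means at least 50% inhibition at 5 µM, scaled per plate between neutral and stimulator controls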;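 further: PAF is a Pseudomonas aeruginosa culture filtrate used as stimulus; plate controls were PAF-stimulated DMSO wells for no effect and unstimulated DMSO wells for full effect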
# * = called active by the depositor; x = not tested or not shown. An excerpt; the hit share may differ from the screen's.
# Field names: A = NR2E3 ag-1; B = Peg3 prom inh; C = Shn3 3UTR inh; D = TROY NFkB inh; E = MITF TRPM1 inh; F = KKLEB cytotox; G = TRAIL sens C8; H = NR2E3 ag-2; I = TWEAK-Fn14 inh; J = HIF-2a block; K = CF NFkB block
compound: CCCCn1nnnc1NCc1ccc(C)cc1
  A = x	B = -1.8	C = -22.4	D = 2.2	E = -2.0	F = -5.8	G = -4.9	H = 14.3	I = 7.2	J = 15.4	K = -7.7

compound: CCOC(=O)C1Cn2c(nc3c(c2=O)C2(CCCC2)Cc2ccccc2-3)S1 (stereo not drawn)
  A = 2.3	B = 13.0	C = 6.2	D = -4.0	E = 5.3	F = -22.8	G = 3.4	H = 1.4	I = 28.5	J = 23.5	K = 22.9

compound: CC(C)c1ccc(N(C(=O)CNC(=O)c2ccco2)C(C(=O)NC2CCCC2)c2cccnc2)cc1 (stereo not drawn)
  A = 1.0	B = 18.4	C = -3.9	D = -14.3	E = 10.9	F = 2.7	G = -11.2	H = -12.2	I = 9.9	J = 6.5	K = 18.1

compound: O=C(O)C1=C[C@@H](c2ccc(F)cc2)C[C@@H](OCCCCO)O1
  A = -2.4	B = 3.8	C = -7.8	D = 2.0	E = 6.8	F = -7.2	G = -15.1	H = 5.7	I = 0.5	J = 4.7	K = -16.7

compound: COC(=O)C1=C(N)Oc2cc(C)n(Cc3cccnc3)c(=O)c2C1c1cccc(OC)c1OC (stereo not drawn)
  A = -0.8	B = 18.5	C = -2.6	D = 9.1	E = 6.1	F = 6.4	G = 7.7	H = 22.1	I = -8.2	J = 16.2	K = -10.6

compound: Cc1nnc(SCc2ccccc2)[nH]c1=O
  A = 4.2	B = 13.0	C = 10.4	D = -2.6	E = -22.9	F = -3.0	G = -2.7	H = -26.9	I = 5.4	J = 12.5	K = 5.4

compound: O=C(c1cccc(S(=O)(=O)N2CCCCC2)c1)N1CCOCC1
  A = 5.0	B = 7.2	C = 9.1	D = -4.5	E = 7.0	F = 1.0	G = -9.8	H = 3.8	I = -0.3	J = 21.3	K = -11.7

compound: CC1=C(C(=O)N2CCOCC2)CC(CC(=O)NCCN2CCOCC2)C(=O)N1Cc1ccc(C(C)(C)C)cc1 (stereo not drawn)
  A = x	B = 5.9	C = 13.5	D = 5.2	E = x	F = -0.9	G = 19.8	H = 9.0	I = -10.8	J = -0.9	K = 0.6

compound: CCOc1ccc(OCc2ccc(C(=O)NN)o2)cc1
  A = -1.3	B = -53.3	C = -56.5	D = -70.0	E = -14.1	F = -4.3	G = 6.0	H = -68.6	I = -10.0	J = -62.9	K = -13.0

compound: CC1=NN(c2ccccc2)C(=O)/C1=C\C=C\c1ccccc1
  A = 3.9	B = 71.0*	C = 14.8	D = 49.4	E = x	F = 7.1	G = -1.2	H = -8.6	I = 94.0*	J = 87.3*	K = -2.3

compound: Cc1ccc(-c2c(C#N)c(N)n(-c3ccccc3)c(=O)c2C#N)cc1
  A = 0.7	B = 3.5	C = -9.3	D = 9.2	E = 14.1	F = -0.9	G = -11.9	H = -18.5	I = -17.7	J = 8.1	K = -6.9

compound: CCn1c(SCC(=O)N2CCCCC2)nnc1-c1ccc(S(=O)(=O)N2CCN(C)CC2)cc1
  A = -2.7	B = -1.4	C = 0.2	D = -24.5	E = -0.1	F = -4.9	G = -6.5	H = -16.9	I = -5.8	J = 16.6	K = -1.0

compound: COc1ccc(N2C3=[N+](CCCC3)CC2(C)O)cc1 (stereo not drawn)
  A = 3.1	B = 15.2	C = 7.2	D = -8.5	E = 11.8	F = 9.8	G = 4.7	H = 2.1	I = 3.7	J = -0.1	K = -2.2

compound: COc1ccccc1/C=C/C=N/n1c(-c2ccccc2)n[nH]c1=S
  A = 0.9	B = -3.2	C = -17.0	D = -3.1	E = -7.5	F = -1.6	G = 12.7	H = -5.6	I = -37.2	J = -20.4	K = 2.4

compound: COc1ccccc1CNS(=O)(=O)c1ccc(N2CCCC2)cc1Br
  A = x	B = 9.6	C = 65.5	D = 24.3	E = -3.3	F = -2.4	G = -7.6	H = -43.4	I = 17.2	J = -3.9	K = 6.5

# Single entries from the entries so far.
# TROY NFkB inh with COc1ccccc1/C=C/C=N/n1c(-c2ccccc2)n[nH]c1=S → -3.1
# TRAIL sens C8 with CC(C)c1ccc(N(C(=O)CNC(=O)c2ccco2)C(C(=O)NC2CCCC2)c2cccnc2)cc1 (stereo not drawn) → -11.2

# Further results follow:
# Field names: A = NR2E3 ag-1; B = Peg3 prom inh; C = Shn3 3UTR inh; D = TROY NFkB inh; E = MITF TRPM1 inh; F = KKLEB cytotox; G = TRAIL sens C8; H = NR2E3 ag-2; I = TWEAK-Fn14 inh; J = HIF-2a block; K = CF NFkB block
compound: CC1CCCCN1CCn1c(=S)[nH]c2ncccc2c1=O (stereo not drawn)
  A = 4.3	B = 3.2	C = -3.8	D = 11.8	E = 4.5	F = 1.3	G = -2.9	H = -17.0	I = -0.3	J = 12.5	K = -0.7

compound: O=C(CN1C(=O)C2C3CC(C(Br)C3Br)C2C1=O)N1CCOCC1 (stereo not drawn)
  A = -1.0	B = -10.0	C = 2.5	D = 4.6	E = -3.8	F = 2.0	G = -1.8	H = 5.9	I = -9.9	J = 18.2	K = 1.8

compound: CCC1C(C#N)=C(SC)NC2=C1C(=O)CC(C)(C)C2 (stereo not drawn)
  A = 1.6	B = 9.6	C = -13.6	D = 3.3	E = -12.4	F = -6.2	G = -10.4	H = -28.1	I = 4.3	J = 5.8	K = -3.6

compound: COC1CCN(C(=O)C2CCC(=O)N(C3CCCCCC3)C2)CC1 (stereo not drawn)
  A = -2.7	B = -216.7	C = -131.8	D = -26.0	E = -68.9	F = 6.9	G = -17.7	H = -21.9	I = -21.8	J = -151.0	K = -5.3

compound: NC(=O)c1ccc(NC(=O)COC(=O)c2c[nH]c3ccccc23)cc1
  A = x	B = 6.4	C = 9.9	D = 12.0	E = 16.9	F = -24.9	G = -1.0	H = -28.9	I = -4.1	J = 18.4	K = 3.6

compound: Cc1ccc(C(=O)Nc2cccc(NC(=O)c3ccc(C)c([N+](=O)[O-])c3)n2)cc1[N+](=O)[O-]
  A = 1.9	B = -65.0	C = 6.1	D = 12.6	E = -10.7	F = -6.9	G = 22.0	H = 2.2	I = 32.9	J = 11.2	K = 5.4

compound: CCC1C(=O)NCCN1C(=O)c1ccc(OC)c(OC2CCN(C(C)=O)CC2)c1 (stereo not drawn)
  A = -1.8	B = -4.5	C = 18.2	D = 15.8	E = -3.1	F = -12.2	G = -26.9	H = 4.7	I = 7.1	J = -12.3	K = 11.4

# One compound at a time, from the list above. Values in the order: NR2E3 ag-1	Peg3 prom inh	Shn3 3UTR inh	TROY NFkB inh	MITF TRPM1 inh	KKLEB cytotox	TRAIL sens C8	NR2E3 ag-2	TWEAK-Fn14 inh	HIF-2a block	CF NFkB block
# COc1ccccc1CNS(=O)(=O)c1ccc(N2CCCC2)cc1Br across the screens: x	9.6	65.5	24.3	-3.3	-2.4	-7.6	-43.4	17.2	-3.9	6.5
# CCC1C(C#N)=C(SC)NC2=C1C(=O)CC(C)(C)C2 (stereo not drawn) across the screens: 1.6	9.6	-13.6	3.3	-12.4	-6.2	-10.4	-28.1	4.3	5.8	-3.6
# CCOc1ccc(OCc2ccc(C(=O)NN)o2)cc1 across the screens: -1.3	-53.3	-56.5	-70.0	-14.1	-4.3	6.0	-68.6	-10.0	-62.9	-13.0
# COc1ccccc1/C=C/C=N/n1c(-c2ccccc2)n[nH]c1=S across the screens: 0.9	-3.2	-17.0	-3.1	-7.5	-1.6	12.7	-5.6	-37.2	-20.4	2.4

# High-throughput results (PubChem)
